# Bioassay records: PubChem BioAssay, several laboratories
# TRPC4 PAM = allosteric potentiators of mouse TRPC4 channel; Q9QUQ5; HEK293 TRPC4beta/mu-opioid, DAMGO EC20, Fluo-4 Ca2+ flux; stronger effect = higher value; B-score at 10 µM; hit rate 0.42% among 310,000; AID 2227;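 active = B-score of calcium response area above 5 SD of library B-scores, with initial fluorescence ratio within 5 SD of library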;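 also: B-score of integrated fluorescence ratio over time as area under calcium response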
# MrgX1 antagonist = blocks BAM8-22 activation of human MrgX1 receptor. hit rate 1.3% among 310,000. Q96LB2. MRGX1-HEK293 calcium flux, Fluo-4, BAM8-22 antagonism; stronger effect = lower value. B-score at 10 µM;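 active = calcium-response B-score plate-corrected more than 3 library SD below zero, starting fluorescence within 5 deviations, no agonist response on first addition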;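 also: peak minus trough fluorescence over baseline after final BAM8-22 challenge near maximal dose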
# SKKanGAS inh = inhibitors of SKKanGAS S. pyogenes growth in kanamycin (SK-promoter or general growth effect); BacTiter-Glo, 6 h; inhibition, % at 7.5 µM; hit rate 1.3% among 300,000; AID 1662;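 active = mean replicate score, as percent of positive control median, at least 50; inconclusive = mean below 50 but one replicate at or above 50; inactive = mean and every replicate below 50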;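 also: strain carries kanamycin resistance gene driven by streptokinase promoter and grows in 40 µg/ml kanamycin; loss of luminescence reflects streptokinase promoter inhibition or plain growth inhibition; 0% = median of DMSO wells and 100% = positive control at its reference dose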
# TMEM16A act = activates or potentiates the mouse TMEM16A chloride channel; Q8BHY3; HEK293 TMEM16A/YFP-H148Q/I152L, iodide quench fluorescence; stronger effect = lower value; B-score at 10 µM; hit rate 0.3% among 340,000; AID 623877;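 active = fluorescence-ratio B-score plate-corrected deviation score at least 3 library SD below zero, with starting fluorescence score within 5 deviations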;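 also: channel opened by trigger with iodide after compound preincubation; score built on the fluorescence ratio of max minus min over baseline; more negative score means more quench and so TMEM16A activation or potentiation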
# TRPC6 inh = blocks the mouse TRPC6 cation channel | Q61143 | HEK293-TRPC6, membrane potential dye, ACh-evoked depolarization; stronger effect = lower value | B-score at 10 µM | hit rate 1.1% among 310,000;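 active = B-score under library mean minus 3 SD, initial fluorescence not abnormally high, positive integrated signal ratio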;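 also: B-score derived from integrated fluorescence ratio over the kinetic read; more negative B-score means stronger inhibition of depolarization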
# Target sequence (Q61143 whole entry, looked up): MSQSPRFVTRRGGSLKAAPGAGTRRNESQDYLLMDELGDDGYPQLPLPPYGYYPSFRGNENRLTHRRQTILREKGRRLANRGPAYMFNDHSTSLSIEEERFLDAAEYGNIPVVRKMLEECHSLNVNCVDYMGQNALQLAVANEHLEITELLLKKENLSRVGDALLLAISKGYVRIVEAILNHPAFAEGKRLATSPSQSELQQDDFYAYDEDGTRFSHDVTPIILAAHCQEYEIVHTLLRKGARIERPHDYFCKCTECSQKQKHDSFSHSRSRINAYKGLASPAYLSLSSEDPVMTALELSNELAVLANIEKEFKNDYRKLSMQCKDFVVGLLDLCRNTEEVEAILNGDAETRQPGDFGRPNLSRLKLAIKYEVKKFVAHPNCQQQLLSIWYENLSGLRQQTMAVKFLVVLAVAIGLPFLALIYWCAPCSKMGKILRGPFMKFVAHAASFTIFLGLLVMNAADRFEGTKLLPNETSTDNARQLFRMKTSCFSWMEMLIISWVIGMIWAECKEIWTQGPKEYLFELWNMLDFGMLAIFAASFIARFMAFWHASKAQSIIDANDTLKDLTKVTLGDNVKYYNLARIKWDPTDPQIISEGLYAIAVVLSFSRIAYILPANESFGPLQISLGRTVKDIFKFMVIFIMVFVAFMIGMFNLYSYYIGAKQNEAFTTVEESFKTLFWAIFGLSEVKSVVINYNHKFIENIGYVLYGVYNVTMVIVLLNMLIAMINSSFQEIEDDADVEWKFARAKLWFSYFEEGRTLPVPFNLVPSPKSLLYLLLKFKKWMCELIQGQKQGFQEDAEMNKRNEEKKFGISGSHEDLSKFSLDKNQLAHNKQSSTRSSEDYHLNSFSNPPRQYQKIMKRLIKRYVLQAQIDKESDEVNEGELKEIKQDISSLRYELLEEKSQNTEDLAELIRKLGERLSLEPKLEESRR
# TRPC4 inh = inhibitors of mouse TRPC4 channel | HEK293 TRPC4beta/mu-opioid, DAMGO-evoked Fluo4 calcium flux; stronger effect = lower value | hit rate 0.39% among 300,000 | Q9QUQ5 | B-score at 10 µM;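 active = B-score over 3 SD under the library average, no early fluorescence shift, positive overall ratio signal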
#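 Material: HEK293 cells with stable TRPC4beta plus mu-opioid receptor expression / Probe or stimulus: DAMGO in two steps, submaximal then maximal / Compound: single concentration per test compound / Technique: kinetic Fluo4 fluorescence imaging of calcium influx / Read-out: per-well B score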
# MrgX1 allo act = allosterically activates human MrgX1 receptor signaling. MrgX1-HEK293, Fluo-4 calcium flux, FDSS; stronger effect = higher value. B-score at 10 µM. hit rate 0.63% among 310,000. AID 588675;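 active = plate-corrected calcium response at least 3 library SD above typical, normal starting fluorescence, not activating the receptor alone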;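 also: compound read alongside a low EC10 to EC30 dose of BAM8-22 agonist; peak minus trough fluorescence over baseline measured at the second addition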
# TRPC4 agonist = opens the mouse TRPC4 cation channel; Q9QUQ5; B-score at 10 µM; HEK293 TRPC4beta/mu-opioid, Fluo4 calcium fluorescence; stronger effect = higher value; hit rate 0.49% among 310,000;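 active = B-score above 5 SD of library B-scores, and initial fluorescence ratio not above library mean plus 5 SD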;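 also: positive B-score marks a calcium rise read as TRPC4 activation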
#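 System – HEK293 cells stably co-expressing mouse TRPC4beta and mu-opioid receptor · Signal – Fluo4 calcium-sensitive dye fluorescence, kinetic, 1 Hz baseline · Benchmarks – buffer (low) and maximal DAMGO (high) · Read-out – B score of integrated fluorescence ratio per well · Incubation – dye loading 45 min room temperature, 110 s kinetic read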
# TMEM16A inh = inhibitors of mouse TMEM16A calcium-activated chloride channel; AID 588511; hit rate 1.2% among 310,000; HEK293 TMEM16A/YFP iodide influx fluorescence, ionomycin; normalized B-score (activity score, 25-100; higher = stronger inhibition) at 10 µM; Q8BHY3;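 active = ratio plate-corrected score three or more library SD toward inhibition, starting fluorescence score within five deviations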;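 also: score derived from kinetic fluorescence span divided by baseline fluorescence per well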
# MrgX1 agonist = agonists of human MrgX1 receptor; B-score at 10 µM; hit rate 0.44% among 310,000; MrgX1-HEK293 cells, Fluo-4 calcium fluorescence, agonist mode; stronger effect = higher value; AID 588627; Q96LB2;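 active = calcium response B-score plate-corrected fluorescence ratio at least 3 library SD, with starting fluorescence B-score inside 5 SD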
#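 Material: MrgX1-expressing HEK293 cells; input: 15,000 cells per well; doses: test compound given as first of three sequential additions; schedule: overnight plating before 1 h dye loading; technique: Fluo-4 NW calcium-flux fluorescence, kinetic read; evaluation: baseline-normalised fluorescence change ratio, B-scored; control set: plate-wise positive and negative controls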
# TRPC6 activator = activators of mouse TRPC6 channel; Q61143; HEK293-TRPC6 membrane potential dye fluorescence; stronger effect = higher value; B-score at 10 µM; hit rate 0.13% among 310,000; AID 2550;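 active = B-score of the integrated fluorescence ratio above library mean plus 3 SD, and starting fluorescence ratio within library mean plus 5 SD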;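 also: higher score means more depolarization so channel activation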
# Numbers without * were called inactive; i = inactive; ? = inconclusive; · = not tested or not shown.
SMILES,TRPC4 PAM,MrgX1 antagonist,SKKanGAS inh,TMEM16A act,TRPC6 inh,TRPC4 inh,MrgX1 allo act,TRPC4 agonist,TMEM16A inh,MrgX1 agonist,TRPC6 activator
CCN(CC)S(=O)(=O)c1ccc(Cl)nc1,i,i,1,i,i,i,9.3*,i,i,i,i
CCC1CN(C(=O)N2CCC(C(=O)NCCc3ccc(OC)c(OC)c3)CC2)c2ccccc2O1 (centres undefined),i,i,1,i,i,i,i,i,i,i,i
N=c1nc(-c2ccccc2)ccn1O,i,i,2,i,i,i,i,i,i,i,i
Cc1oc2cc3oc(=O)c(CCC(=O)NCCCC(=O)O)c(C)c3cc2c1C,i,i,0,i,i,i,i,i,i,i,i
O=C(COC(=O)c1cccnc1Nc1cccc(C(F)(F)F)c1)NCc1ccc2c(c1)OCO2,i,i,9,i,i,i,i,i,i,i,i
CC(OC(=O)c1ccc(Br)c(S(=O)(=O)N2CCOCC2)c1)C(=O)NC1CCCCC1C (centres undefined),i,i,0,i,i,i,i,i,i,i,i
[N-]=[N+]=CC(=O)C(O)(c1ccccc1)C(Cl)c1ccccc1 (centres undefined),i,i,-2,i,i,i,i,i,i,i,i
O=C1Nc2ccccc2OCc2c1cccc2[N+](=O)[O-],i,i,0,i,i,i,i,i,i,i,i
COc1ccccc1C(CNC(=O)c1cccc(S(=O)(=O)NCc2ccccc2)c1)N(C)C (centres undefined),i,i,-3,i,i,i,i,i,i,i,i
COC(=O)C1=C(C)N(c2ccccc2)/C(=C/c2ccco2)C1=O,i,i,7,i,i,i,i,i,i,i,i
CNC(=O)CN1C(=O)c2ccccc2S1(=O)=O,i,i,2,i,i,i,i,i,i,i,i
COc1ccc(CCNc2oc(COc3ccccc3F)nc2C#N)cc1OC,·,i,·,i,·,·,i,·,i,i,·
COc1ccc(N2CCN(C(=O)C3CCCN(S(=O)(=O)c4ccc5c(c4)oc(=O)n5C)C3)CC2)cc1 (centres undefined),i,i,-8,i,i,i,i,i,i,i,i
O=C(NN1C(=O)c2ccc3c4c(ccc(c24)C1=O)CC3)c1ccc(Br)cc1,i,i,28,i,i,i,i,i,i,i,i
O=C(CNC(=O)/C(=C\c1ccccc1)NC(=O)c1ccc(Br)cc1)OCc1ccccc1,i,i,-2,i,i,i,i,i,i,i,i
CCC1(c2ccccc2)NC(=O)N(CC(=O)Nc2ccc(S(=O)(=O)NC3=NCCCCC3)cc2)C1=O (centres undefined),i,i,-1,i,i,i,i,i,i,i,i
COc1ccc(OC)c(NC(=O)CN(C)CC(=O)Nc2ccccc2Br)c1,i,i,0,i,i,i,i,i,i,i,i
CCC(C)(CC(=O)Nc1nccs1)c1ccccc1 (centres undefined),i,i,2,·,i,i,i,i,i,i,i
O=C(CCc1nc(-c2ccccc2Cl)no1)NCc1ccco1,i,i,3,i,i,i,i,i,i,i,i
COc1ccc(-c2cc(C(=O)NN)[nH]n2)cc1,i,i,1,i,i,i,i,i,i,i,i
C/C(=C\C(=O)c1ccc(Br)cc1)NCc1ccc2c(c1)OCO2,i,i,5,i,i,·,i,i,100*,i,i
COc1ccc(CCC2CCNCC2)cc1,i,i,-3,i,i,i,i,i,i,i,i
CN1c2ccc([N+](=O)[O-])cc2C(C)(C)C12C=Cc1cc(C(=O)O)ccc1O2 (centres undefined),i,i,6,i,i,i,i,i,i,i,i
COc1ccc(C(=O)c2c(-c3ccc(OC)cc3)oc3ccc(-c4cc(OC)c(OC)c(OC)c4)cc23)cc1,i,i,3,i,i,i,i,i,i,i,i
CN(C)c1nc2c(c(=O)[nH]c(=O)n2C)n1Cc1ccc(F)cc1,i,i,-4,i,i,i,i,i,i,i,i
# The list continues.
SMILES,TRPC4 PAM,MrgX1 antagonist,SKKanGAS inh,TMEM16A act,TRPC6 inh,TRPC4 inh,MrgX1 allo act,TRPC4 agonist,TMEM16A inh,MrgX1 agonist,TRPC6 activator
Cc1cc(C)c(NC(=O)COc2ccccc2C(=O)Nc2ccc3c(c2)oc2ccccc23)c(C)c1,i,i,1,i,i,i,i,i,i,i,i
Cc1nn(Cc2cccc(C(=O)Nc3ccn(Cc4ccccc4)n3)c2)c(C)c1[N+](=O)[O-],i,i,9,i,i,i,i,i,i,i,i
COc1ccc2oc(C(=O)c3ccccc3)c(N)c2c1,i,i,-9,·,i,i,i,i,i,i,i
NS(=O)(=O)c1ccc(NC(=O)CN2C(=O)CCC2=O)cc1,i,i,-13,i,i,i,i,i,i,i,i
COc1ccc(NC(=O)c2ccc(C)cc2)c[n+]1[O-],i,i,-1,i,i,i,i,i,i,i,i
CCOc1ccc(-n2c(C)c(C(=O)O)c3cc(OC)ccc32)cc1,i,i,6,i,i,i,i,i,i,i,i
CCOc1cc(C2c3c(n[nH]c3C)C(=O)N2c2ccc(Br)cc2)ccc1O (centres undefined),i,i,14,i,i,i,i,i,i,i,i
Cc1[nH]c(C)c(S(=O)(=O)NCc2ccco2)c1C(=O)N1CCCCC1,i,i,2,i,i,i,i,i,i,i,i
Cn1nnnc1SCC(=O)NCC(=O)c1ccccc1,·,i,·,i,·,·,i,·,i,i,·
Cc1ccc(C)c(N2CCN(S(=O)(=O)c3ccc4[nH]c(=O)c(=O)[nH]c4c3)CC2)c1,i,i,4,i,i,i,i,i,i,i,i
CCOC(=O)C1CCCCN1Cc1cccc(OCc2ccccc2)c1 (centres undefined),i,i,12,i,i,i,i,i,i,i,i
CC(=O)Nc1ccc(Nc2ncnc(N)c2[N+](=O)[O-])cc1,i,i,0,i,i,i,i,i,i,i,i
COC(=O)c1ccc2nc(NC(=O)C3CC3)sc2c1,i,i,-3,i,i,i,i,i,i,i,i
CCN(CC)c1ccc(/C=N/NC(=O)c2ccc3nc[nH]c3c2)c(O)c1,i,i,6,i,i,i,i,i,i,i,i
Cc1ccc(C(C(=O)NC2CCCC2)N(C(=O)CNC(=O)c2cccs2)c2cccnc2)o1 (centres undefined),i,i,-1,i,i,i,i,i,i,i,i
CCc1ccc2[nH]c(C(=O)N(C)c3ccc(F)cc3F)cc2c1,i,i,3,i,i,i,i,i,i,i,i
COc1ccccc1OCC(O)Cn1c(=N)n(Cc2ccccc2)c2ccccc21 (centres undefined),i,i,-1,i,-6.4*,i,i,i,i,i,i
O=C(O)c1ccc(NC(=S)Nc2ccccc2)cc1,i,i,1,i,i,i,i,i,i,i,i
CN1CCC(=NNC(=O)C(=O)Nc2cccc(Br)c2)CC1,i,i,4,i,i,i,i,i,i,i,i
O=c1cc2c(nn1Cc1c(Cl)cccc1Cl)-c1ccccc1CC2,i,i,?,i,i,i,i,i,i,i,i
COc1ccc(C(C#N)c2nc3ccccc3nc2Cl)cc1 (centres undefined),i,i,-3,i,i,i,i,i,i,i,i
Cc1cc(F)ccc1NC(=O)C1CCN(C(=O)Nc2ccccc2)CC1,i,i,8,i,i,i,i,i,i,i,i
CCOC(=O)C1=NNC2C(=O)N(Cc3ccccc3)C(=O)C12 (centres undefined),i,i,4,i,i,i,i,i,i,i,i
CCCN(CCC)CCCNC(=O)c1cc2c(=O)n(CC)c3ccccc3c2s1,i,i,7,i,i,i,i,50*,i,i,i
O=S(=O)(Nc1ccncc1Cl)c1ccccc1,i,i,0,i,i,i,i,i,i,i,i
# Next section
SMILES,TRPC4 PAM,MrgX1 antagonist,SKKanGAS inh,TMEM16A act,TRPC6 inh,TRPC4 inh,MrgX1 allo act,TRPC4 agonist,TMEM16A inh,MrgX1 agonist,TRPC6 activator
O=C(CSc1nnc(Cc2cc(=O)[nH]c(=O)[nH]2)n1-c1ccc(Cl)cc1)NCC1CCCO1 (centres undefined),·,i,·,i,·,·,i,·,i,i,·
O=C(Nc1ccc(NC(=O)C2CC2)nc1)c1cnccn1,i,i,0,i,i,i,i,i,i,i,i
COc1ccccc1NC(=O)COc1cc(Br)c(CNCCCN2CCOCC2)cc1OC,i,i,2,i,i,i,i,i,i,i,i
CCOC(=O)N1CCC(NC(=O)c2cccs2)CC1,i,i,-1,i,i,i,i,i,i,i,i
CC(C)OC(=O)c1c(NC(=O)CCn2nnc3ccccc32)sc2c1CCCC2,i,i,2,i,i,i,i,i,i,i,i
COC(=O)c1nn(-c2nc(-c3ccc(OC)c(OC)c3)cc(C(F)(F)F)n2)cc1[N+](=O)[O-],i,i,1,i,i,i,i,i,i,i,i
COc1ccc(C(=O)Nc2ccc(-c3ccc(C)o3)cc2)cc1S(=O)(=O)N1CCOCC1,i,i,13,i,i,i,i,i,i,i,i
COc1cccc(-c2cc(C(=O)Nc3ccc(N(C)C(C)=O)cc3)c3cc(Br)ccc3n2)c1,i,i,29,i,i,i,i,i,i,i,i
CCOC(=O)C1C(c2ccccc2)C(C(=O)OCC)S(=O)(=O)C(CCN(CC)CC)S1(=O)=O (centres undefined),i,i,-13,i,i,i,i,i,i,i,i
O=C(COC(=O)c1ccc(Br)cc1)NC1CCCC1,i,i,-2,i,i,i,i,i,i,i,i
CC(=O)Nc1ccc(S(=O)(=O)NC(C)(C#N)C2CC2)cc1 (centres undefined),i,i,0,i,i,i,i,i,i,i,i
CC(C)c1ccc(N=Cc2c(O)c3ccccc3oc2=O)cc1,i,i,6,i,i,i,i,i,i,i,i
Cc1ccc(OCC(=O)Nc2nnn(C)n2)c(C)c1,i,i,3,i,i,i,i,i,i,i,i
COc1ccc(S(=O)(=O)N2CCOCC2)cc1NC(=O)CCc1c[nH]c2ccccc12,i,i,0,i,i,i,i,i,i,i,i
CCCCN(C(=O)c1cccc(S(=O)(=O)N2CCN(C)CC2)c1)c1c(N)n(CCCC)c(=O)[nH]c1=O,i,i,0,i,i,i,i,i,i,i,i
Cc1cc(S(=O)(=O)NCCCN2CCOCC2)c(C)cc1Cl,i,i,11,i,i,i,i,i,i,i,i
COc1cc(-c2cc(=O)c3c(O)c(OC)c(OC)c(OC)c3o2)cc(OC)c1OC,i,i,-1,i,i,i,i,i,i,i,i
CCn1cc(SCC(=O)Nc2cc(C)on2)c2ccccc21,i,i,-2,i,i,i,i,i,i,i,i
